Assay outcomes from PubChem.
RBBP9 inh – human RBBP9 hydrolase inhibition. O75884. recombinant RBBP9, FP-Rh probe fluorescence polarization. inhibition, % at 7.94 µM. 220,000 compounds, 0.2% hits. AID 1515;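 active means inhibition above the campaign mean of all tested compounds plus 3 SD, cut at about 14% in these data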;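 further: plate controls were DMSO wells with RBBP9 for no effect and wells lacking RBBP9 protein for full effect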
Target sequence (O75884 whole entry, looked up): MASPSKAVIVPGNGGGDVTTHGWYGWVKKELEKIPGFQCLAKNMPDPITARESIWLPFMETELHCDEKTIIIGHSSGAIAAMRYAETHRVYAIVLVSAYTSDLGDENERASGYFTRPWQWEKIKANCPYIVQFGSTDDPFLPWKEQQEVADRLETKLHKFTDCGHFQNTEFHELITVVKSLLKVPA
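Test system: recombinant human RBBP9. Quantity: 2.5 µM RBBP9 dispensing solution, before mixing. Detection: FP readout at 525/598 nm. Reagent: Serine-hydrolase probe FP-Rh, 375 nM pre-mixing. Measure: % inhibition. Control set: DMSO-treated enzyme wells and wells lacking RBBP9. Buffer or medium: Tris-NaCl-Pluronic buffer, pH 8.0. Times: preincubation 30 min plus labeling 45 min at 25 °C.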
Ba/F3 V617F tox – lowers viability of Ba/F3 cells expressing EpoR and JAK2V617F. ATP luminescence. inhibition, % at 5.6 µM. 220,000 compounds, 1.1% hits. AID 1446;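 active means inhibition above the campaign mean plus 3 SD over all tested compounds, cut at about 24% in these data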;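 further: cytokine-independent growth of Ba/F3 cells driven by EpoR plus mutant JAK2; 0% = DMSO-treated cells and 100% = JAK inhibitor I control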
p47phox inh – p47phox (human) inhibition; p47phox/p22phox peptide binding, fluorescence polarization, 2 h; 220,000 compounds, 0.53% hits; P14598; inhibition, % at 24.7 µM; AID 1274;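 active means inhibition above about 30%, limit read from the data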;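 further: 0% = p47phox with labelled peptide and 100% = labelled peptide alone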
PPC-1+TRAIL kill – PPC-1 cancer cell killing with TRAIL present; PPC-1 cells + TRAIL, ATPLite viability luminescence; cell killing (% activity), % at 4 µM; 220,000 compounds, 0.41% hits;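 active means cell killing above 50% in the first pass at 4 µM, then a duplicate retest at 5 µM averaging 50% or more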;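 further: plate controls were cells with TRAIL plus DMSO for no effect and medium-only wells lacking cells for full effect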
PGE2 EP2 inh – blocks the human prostaglandin E2 receptor EP2; AID 1422; P43116; 260,000 compounds, 0.52% hits; C6 glioma cells expressing human EP2, cAMP TR-FRET; cells stimulated with saturating PGE2; inhibition, % at 25 µM;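 active means percent inhibition above 40 after rounding to a whole number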;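 further: rat C6 glioma host cells with rolipram phosphodiesterase inhibitor present; the protocol text gives 20 µM as final concentration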
p97 ATPase inh – inhibitors of human p97 ATPase | 220,000 compounds, 0.42% hits | inhibition, % at 8 µM | AID 1481 | recombinant p97 ATPase, Kinase-Glo ATP luminescence, 3 h; in the data active means inhibition above about 15%;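 further: 0% = DMSO vehicle and 100% = wells lacking enzyme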
Target sequence (P55072 whole entry, looked up): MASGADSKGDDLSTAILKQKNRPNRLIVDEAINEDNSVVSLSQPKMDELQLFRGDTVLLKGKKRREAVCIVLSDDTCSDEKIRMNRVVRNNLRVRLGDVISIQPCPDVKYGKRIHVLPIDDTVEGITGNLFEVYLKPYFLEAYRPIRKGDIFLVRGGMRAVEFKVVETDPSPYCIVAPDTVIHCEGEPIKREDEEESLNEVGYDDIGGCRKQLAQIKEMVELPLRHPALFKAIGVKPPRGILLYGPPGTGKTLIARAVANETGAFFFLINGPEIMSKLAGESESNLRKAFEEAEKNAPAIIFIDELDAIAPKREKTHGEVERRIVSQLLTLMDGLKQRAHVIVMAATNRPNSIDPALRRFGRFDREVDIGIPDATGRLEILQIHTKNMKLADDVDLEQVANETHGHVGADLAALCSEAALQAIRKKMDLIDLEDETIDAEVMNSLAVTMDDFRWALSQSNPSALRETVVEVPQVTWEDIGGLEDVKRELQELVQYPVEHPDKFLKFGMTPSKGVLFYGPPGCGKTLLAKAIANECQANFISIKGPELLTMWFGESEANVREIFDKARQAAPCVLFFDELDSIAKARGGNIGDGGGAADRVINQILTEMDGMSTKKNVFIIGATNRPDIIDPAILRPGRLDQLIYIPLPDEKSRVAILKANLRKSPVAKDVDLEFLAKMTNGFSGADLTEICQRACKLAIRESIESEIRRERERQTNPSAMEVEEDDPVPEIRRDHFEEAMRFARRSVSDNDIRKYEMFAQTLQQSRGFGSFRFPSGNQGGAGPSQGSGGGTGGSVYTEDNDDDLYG
TbHK1 inh – blocks Trypanosoma brucei hexokinase 1 activity. recombinant TbHK1, G6PDH-coupled NADH A340. 220,000 compounds, 0.11% hits. inhibition, % at 10 µM;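 active means inhibition of 50% or more in the single-dose primary screen; inactive means inhibition below 50%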
Furin inhibitor – inhibitors of human furin | 220,000 compounds, 0.061% hits | inhibition, % at 30 µM | AID 463115 | purified furin, fluorogenic substrate cleavage | P09958; in the data active means inhibition above about 25%; further: inactives centre near -15
BaF3 parental – parental Ba/F3 viability inhibition as JAK2V617F counter-screen | CellTiter-Glo ATP luminescence | inhibition, % at 5.6 µM | 220,000 compounds, 1.1% hits;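 active means inhibition above a per-campaign cutoff, the mean inhibition of all tested compounds plus 3 SD, cut at about 27% in these data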;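 further: 0% = DMSO wells and 100% = JAK Inhibitor I control wells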
Starred values were filed as active, the others as inactive; / = not tested or not shown; & = joins results of further samples; [ ] = another dose, or the depositor's remark. Only part of the results is shown (hit frequency here may not be typical).

Codes: A = RBBP9 inh; B = Ba/F3 V617F tox; C = p47phox inh; D = PPC-1+TRAIL kill; E = PGE2 EP2 inh; F = p97 ATPase inh; G = TbHK1 inh; H = Furin inhibitor; I = BaF3 parental
Cc1ccccc1-n1c(-c2csc3ccccc23)n[nH]c1=S
  A = -6	B = 0	C = -8	D = 22	E = 6	F = 3	G = -1	H = -25	I = 6
COC(=O)c1c(NC(=O)Cc2cccs2)sc(C)c1C
  A = 1	B = -4	C = -12	D = 21	E = 6	F = -1	G = -5	H = -6	I = 1
CCC(C)(C(=O)NC1CCCC1)N(C(=O)c1cnccn1)c1c(C)n(C)n(-c2ccccc2)c1=O (stereo unspecified)
  A = -4	B = -2	C = 0	D = 22	E = 3	F = 0	G = 1	H = 22[20 µM]	I = 4
COCCNC(=O)NC12CC3(C)CC(C)(CC(C)(C3)C1)C2
  A = -5	B = 6	C = 0	D = 10	E = 6	F = -1	G = 0	H = -14	I = 10
CCCCC(=O)Nc1ccc(C(=O)NCCc2ccc(S(N)(=O)=O)cc2)cc1
  A = -10	B = 3	C = -11	D = 12	E = 6	F = -5	G = 11	H = -2	I = 1
CCC(C)NC(=O)C(NS(=O)(=O)c1ccc2c(c1)c(=O)n(C)c(=O)n2C)c1ccccc1 (stereo unspecified)
  A = -8	B = -2	C = -10	D = 14	E = 12	F = -6	G = -8	H = -17	I = 5
O=C(Cc1ccccc1)N1CCN=C1SCc1cccc([N+](=O)[O-])c1
  A = 0	B = 1	C = /	D = -2	E = 2	F = 2	G = -4	H = -24	I = 6
Cc1sc(NC(=O)/C=C/C(=O)O)c(C(N)=O)c1-c1ccc(C(C)(C)C)cc1
  A = 9	B = -3	C = -5	D = 16	E = 15	F = 1	G = 20	H = -9	I = 1
COc1ccc(NC(=O)CC2C(=O)N(C)C(=S)N2CCc2ccccc2F)cc1 (stereo unspecified)
  A = -3	B = 4	C = -7	D = 6	E = 29	F = -2	G = -7	H = -28	I = 10
CC1(C)NC(=O)N(CC(=O)OCC(=O)Nc2cccc(S(N)(=O)=O)c2)C1=O
  A = -7	B = -1	C = -12	D = 30	E = 8	F = 6	G = -2	H = -31	I = 2
CC1=CC(C)(C)N2C(=O)C3(C(C#N)=C(N)OC4=C3C(=O)CCC4)c3c(C)c(C)cc1c32 (stereo unspecified)
  A = 0	B = 5	C = -18	D = -7	E = 5&12	F = -1	G = 7	H = 0	I = 1
Cc1nn(-c2ccccc2)c(C)c1/C=N/NC(=O)CSc1nnc(SCc2cccc3ccccc23)s1
  A = -12	B = 5	C = -12	D = 6	E = 6	F = -5	G = -14	H = -9	I = 8
CC(Oc1ccc(-c2ccccc2)cc1)C(=O)N1CCOCC1 (stereo unspecified)
  A = -9	B = -5	C = -11	D = -10	E = 9	F = 3	G = -5	H = -21[20 µM]	I = -2
CCN(CC)S(=O)(=O)c1ccc(OC)c(NC(=O)c2cc(=O)[nH]c3ccccc23)c1
  A = -6	B = 2	C = -4	D = 18	E = 5	F = -6	G = -1	H = -9	I = 4
CC(=O)Nc1ccc(NC(=O)CCC(=O)OCC(=O)c2ccc(C)c([N+](=O)[O-])c2)cc1
  A = -10	B = -3	C = 3	D = -4	E = 1	F = -1	G = -9	H = -22	I = 2
O=C(Cc1ccccc1Cl)Nc1nc2ccccc2[nH]1
  A = 1	B = 1	C = -11	D = 15	E = 14	F = 3	G = -6	H = -10	I = 0
CCOc1ccc(C(=O)Nc2ccc(NC(=O)c3ccco3)c(Cl)c2)cc1Cl
  A = 1	B = 3	C = -1	D = 2	E = /	F = -1	G = -3	H = -4[20 µM]	I = 9
O=C(N/N=C(/CC(=O)c1cccs1)C(F)(F)F)c1ccc(O)cc1
  A = -8	B = 3	C = -2	D = 11	E = 7	F = 5	G = 31	H = -1	I = 6
CC1(C)NC(=O)N(CC(O)CNC23CC4CC(CC(C4)C2)C3)C1=O (stereo unspecified)
  A = 6	B = -4	C = 0	D = -12	E = 15	F = 5	G = -4	H = 21[20 µM]	I = 4
Cc1cccc(C(=O)NCC2CCCO2)c1 (stereo unspecified)
  A = 4	B = 2	C = -16	D = 20	E = 9	F = 4	G = 0	H = -5[20 µM]	I = 3
Cn1cc(CNCCCn2ncc3ccccc32)c(-c2ccccc2F)n1
  A = -4	B = 3	C = -3	D = 17	E = 3	F = 0	G = -3	H = -17	I = 3
COc1ccc(/C=N/NC(=O)c2cccc(O)c2)cc1Cn1nc(C)c([N+](=O)[O-])c1C
  A = -5	B = 0	C = /	D = -1	E = 5	F = 4	G = -8	H = -31	I = 5
CCOc1ccccc1NC(=S)N1C2CCC1CC(NC(=O)NC13CC4CC(CC(C4)C1)C3)C2 (stereo unspecified)
  A = -5	B = 7	C = -3	D = -14	E = 5	F = -1	G = 2	H = -8[20 µM]	I = 9
Cc1nc(-c2ccncc2)nc(NCCNc2ncccc2C(F)(F)F)c1Cl
  A = -4	B = 3	C = 1	D = 14	E = 6	F = -9	G = -9	H = -13	I = 3
CC(C)(O)[C@@H]1Cc2c(ccc3ccc(=O)oc23)O1
  A = 0	B = -4	C = -6	D = 17	E = 11	F = 6	G = -31	H = -154	I = 2
O=C1c2ccccc2C(=O)N1CCCCON1C(=O)c2ccccc2C1=O
  A = -6	B = 0	C = -5	D = 18	E = 6	F = 4	G = 33	H = -7	I = 7
COc1cc(OC)c(C2C(C#N)=C(C)NC(C)=C2C#N)c(C(=O)O)c1
  A = -3	B = -8	C = -7	D = 9	E = 7	F = 9	G = -30	H = 3	I = -3
COc1ccccc1N(C(=O)CN1C(=O)c2ccccc2S1(=O)=O)C(C(=O)NCC1CCCO1)c1ccc(F)cc1 (stereo unspecified)
  A = 3	B = 6	C = 2	D = -12	E = 4	F = -4	G = 0	H = -17	I = 4
COC(=O)CN1C(=O)CC(C)(C)Sc2ccccc21
  A = -3	B = -1	C = -3	D = 4	E = 10	F = 5	G = -5	H = -11	I = 6
Fc1ccc(/C=N/NC2=Nc3cccc4cccc2c34)cc1
  A = -5	B = -7	C = -45	D = 35	E = 6	F = 2	G = 1	H = -19	I = 0
CCOC(=O)NC(=O)c1cn(Nc2ncc(C(F)(F)F)cc2Cl)c(=O)[nH]c1=O
  A = -5	B = 2	C = -4	D = 16	E = 11	F = -3	G = -8	H = -16	I = -2
CC(C)(C)NC(=O)c1cc([N+](=O)[O-])ccc1N1CCCCC1
  A = -4	B = 6	C = 4	D = 7	E = 4	F = -1	G = -7	H = -5	I = 5
CC(=O)Nc1ccc(NC(=O)C2CCCCC2C(=O)O)cc1 (stereo unspecified)
  A = -13	B = -3	C = -2	D = 19	E = 9	F = 4	G = -1	H = -25	I = 4
Cc1ccc(S/C(=N\S(=O)(=O)c2ccc(Cl)cc2)c2ccccc2)cc1
  A = -7	B = 2	C = -5	D = 8	E = 7	F = -5	G = 7	H = -5[20 µM]	I = 5
COC(=O)c1ccccc1NC(=O)NCc1ccccc1
  A = 0	B = 3	C = 3	D = -3	E = 8	F = 0	G = 8	H = -9	I = 3
N#CCc1c(C#N)c(N)nc(N2CCCC(O)C2)c1C#N (stereo unspecified)
  A = -7	B = 1	C = -20	D = 14	E = 2	F = -2	G = -26	H = -16	I = 3
Cn1cnnc1Sc1ccc(/C=C(\CC(=O)O)c2nc3ccccc3s2)cc1[N+](=O)[O-]
  A = -7	B = 0	C = -10	D = 3	E = 11	F = 2	G = -49	H = -11	I = -1
N#Cc1c(-c2ccc(C(F)(F)F)cc2)cc(-c2ccccc2)[nH]c1=S
  A = -2	B = -3	C = -23	D = 16	E = 8	F = 3	G = 43	H = -11	I = 1
COc1ccc(C(=O)Nc2ccc(S(=O)(=O)Nc3ncccn3)cc2)cc1OC
  A = 1	B = 2	C = 2	D = 9	E = 7	F = 4	G = -5	H = -21	I = 10
CCOC(=O)c1c(NC(C)=O)sc2c(O)c(Br)cc(Br)c12
  A = 11	B = -4	C = 14	D = 16	E = 2	F = 10	G = 6	H = -20	I = 1
O=c1[nH]c(N2CCc3ccccc32)nc2c1CCCC2
  A = -7	B = -2	C = -12	D = 8	E = 13	F = 5	G = -1	H = -18[20 µM]	I = 1
CCc1c(-c2ccccc2)[n+](=O)c2c(n1[O-])CCC2
  A = -5	B = 0	C = -10	D = -6	E = 3	F = 7	G = -10	H = -29	I = 0
CSc1cccc(NC(=O)Cn2cccc2)c1
  A = -6	B = 1	C = -15	D = 8	E = 5	F = 2	G = 2	H = -15	I = 1
CC(C)c1ccc(CNC(=O)C(=O)NCCCn2ccnc2)cc1
  A = -3	B = -2	C = -4	D = -16	E = 11	F = 3	G = 1	H = -30	I = 0
Cc1ccc([N+](=O)[O-])cc1NC(=S)NC(=O)C(C)(C)C
  A = -2	B = -4	C = 1	D = 0	E = 20	F = 1	G = -8	H = -10[20 µM]	I = 2
CCOc1ccc(NC(=O)NNC(=O)C2CCC(C(C)(C)C)CC2)cc1 (stereo unspecified)
  A = 9	B = 2	C = -2	D = 3	E = 5	F = 1	G = -11	H = -22	I = 9
Cn1c(=O)cc(OCCCC(=O)NC2CCCC2)c2ccccc21
  A = -3	B = 51*	C = -8	D = 24	E = 0	F = -7	G = 2	H = -8	I = 45*
O=C(O)c1cc(-c2ccccc2)n[nH]1
  A = -8	B = -2	C = 3	D = -6	E = 6	F = 0	G = 1	H = -15[20 µM]	I = 1
C/C(=N\N=C1\NC(=O)C(Cc2ccccc2)S1)c1ccccc1 (stereo unspecified)
  A = -1	B = 0	C = -1	D = 10	E = 3	F = 2	G = -3	H = -12	I = 6
CC(C)N(Cc1nc(-c2ccccc2)no1)C(=O)Cc1ccccc1
  A = -6	B = -5	C = -8	D = 13	E = 8	F = -7	G = 2	H = -16	I = 3

(continued)
Codes: A = RBBP9 inh; B = Ba/F3 V617F tox; C = p47phox inh; D = PPC-1+TRAIL kill; E = PGE2 EP2 inh; F = p97 ATPase inh; G = TbHK1 inh; H = Furin inhibitor; I = BaF3 parental
O=C(CN1CCN(S(=O)(=O)/C=C/c2ccccc2)CC1)NC(=O)NCc1ccco1
  A = -9	B = 2	C = -12	D = -2	E = 9	F = -2	G = -2	H = -16	I = 11
CCSC1=C(C#N)C(c2ccccc2Cl)C(C(=O)c2cccs2)C(O)(C(F)(F)F)N1 (stereo unspecified)
  A = 3	B = 3	C = 0	D = 28	E = 14	F = -5	G = 1	H = -11[20 µM]	I = 8
Cc1ccc(CSc2nnc(-c3cccs3)n2C)cc1
  A = -3	B = -3	C = -6	D = 5	E = 2	F = 1	G = 2	H = 16[20 µM]	I = 4
CC1CCCC(NC(=O)CNCc2ccccc2F)C1C (stereo unspecified)
  A = -2	B = 2	C = -2	D = 14	E = 5	F = 1	G = 4	H = -28	I = 10
CCCCC1(C)OC(=O)C(=Cc2ccc(N(CC)CC)cc2)C(=O)O1 (stereo unspecified)
  A = -20	B = 3	C = -73	D = 2	E = 19	F = -3	G = -17	H = 1	I = 0
COc1ccc(/C=C/c2nc(-c3ccccc3O)n[nH]2)cc1
  A = -14	B = -1	C = -46	D = 17	E = 18	F = 2	G = -6	H = -9	I = 2
COCc1nnc(NC(=O)CCN2C(=O)c3ccccc3C2=O)s1
  A = -2	B = -1	C = -16	D = 11	E = 6	F = 6	G = -1	H = -15[20 µM]	I = 6
CCNC(=S)N(Cc1ccc2c(c1)OCO2)C1CC(=O)N(c2ccc(F)cc2)C1=O (stereo unspecified)
  A = -5	B = -3	C = -10	D = 26	E = 11	F = 0	G = -3	H = -17[20 µM]	I = 1

An excerpt from above, limited to BaF3 parental.
smiles,BaF3 parental
CCCCC1(C)OC(=O)C(=Cc2ccc(N(CC)CC)cc2)C(=O)O1 (stereo unspecified),0
COc1ccc(/C=C/c2nc(-c3ccccc3O)n[nH]2)cc1,2
COCc1nnc(NC(=O)CCN2C(=O)c3ccccc3C2=O)s1,6
